Screens as filed in PubChem BioAssay.
FLuc inh counter = inhibits firefly luciferase, flagging false hits in luciferase inhibition screens. ATPLite firefly luciferase biochemical luminescence, 10 min. AID 1006. inhibition, % at 10 µM. P08659. 1.5% of 200,000 active;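 active = inhibition above about 50% when tested at 10 µM, limit read from the data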
Target sequence (P08659 whole entry, looked up): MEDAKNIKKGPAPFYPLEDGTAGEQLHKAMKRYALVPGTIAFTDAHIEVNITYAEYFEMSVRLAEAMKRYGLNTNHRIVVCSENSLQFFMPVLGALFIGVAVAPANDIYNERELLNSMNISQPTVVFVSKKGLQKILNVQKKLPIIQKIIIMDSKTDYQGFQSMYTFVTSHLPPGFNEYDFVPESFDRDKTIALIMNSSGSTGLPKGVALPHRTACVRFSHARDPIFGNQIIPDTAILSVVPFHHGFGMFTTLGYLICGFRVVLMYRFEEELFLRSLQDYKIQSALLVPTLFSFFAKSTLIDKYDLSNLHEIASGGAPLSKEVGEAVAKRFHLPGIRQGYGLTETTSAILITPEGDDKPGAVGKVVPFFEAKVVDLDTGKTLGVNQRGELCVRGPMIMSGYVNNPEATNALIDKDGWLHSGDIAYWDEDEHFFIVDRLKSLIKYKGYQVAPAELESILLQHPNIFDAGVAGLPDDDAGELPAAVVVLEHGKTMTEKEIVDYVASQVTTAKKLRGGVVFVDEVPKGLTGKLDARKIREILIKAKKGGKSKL
APP transl inh = APP translation inhibition | SH-SY5Y APP 5'UTR-luciferase reporter, luminescence | inhibition, % at 2 µM | 0.82% of 190,000 active;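 active = inhibition above a set limit, derived from the sample mean plus 3 SD, cut at about 45% in these data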; also: values of inactives mirror those of a sister screen read the other way
NF-kB neuron act = NF-kB expression increase, human neuronal cells | fold change at 12.5 µM | NF-kB reporter expression; active compounds read high | 1.6% of 190,000 active; in the data active = fold change above about 3.3
STAT1 act = increases IFN-gamma driven STAT1 reporter signal; NIH 3T3 STAT1-luciferase reporter, luminescence; 100% = IFN-gamma alone, no compound; activation (% of control), % at 5.5 µM; 2.6% of 200,000 active; AID 932;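 active = activation above the screen-wide mean activation plus 3 SD, cut at about 130% in these data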;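 also: raw ratio to IFN-gamma control signal so 100% means no change and 0% no light; values of inactives mirror those of a sister screen read the other way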
APP 5'UTR act = APP 5'UTR luciferase reporter activation | activation, % at 2 µM | SH-SY5Y APP 5'UTR luciferase reporter, luminescence; zero percent = DMSO vehicle wells | AID 1276 | 1% of 190,000 active;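 active = activation above a set limit, based on mean plus 3 SD of controls, cut at about 140% in these data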; also: values of inactives mirror those of a sister screen read the other way
Hsp70 act = transcriptional activators of Hsp70. HeLa Hsp70 promoter luciferase reporter, luminescence; scaled: vehicle 0, proteasome-inhibitor control 100%. activation, % at 10 µM. 0.04% of 200,000 active;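 active = activation above the mean across all tested compounds plus 3 SD, cutoff set per campaign, cut at about 5.5% in these data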;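 also: 100% = MG132 at 30 µM as the positive control and 0% = DMSO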
DTT redox prof = compounds producing H2O2 with reducing agent – biochemical, NIH compound library profiling, artefact control for MLSCN library redox annotation, primary screen; DTT-dependent redox cycling H2O2, phenol red/HRP absorbance; 100% = 100 µM peroxide control, 0% = buffer; activation, % at 10 µM; 0.03% of 200,000 active; AID 878;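 active = activation of at least 50% relative to the plate's high and low controls in the primary single-dose screen; inactive = activation below 50%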;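 also: compound incubated with DTT at 0.8 mM final as the reducing agent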
G6PDH counter = L. mesenteroides G6PDH inhibition counter-screen | inhibition, % at 5 µM | 0.12% of 200,000 active | AID 1020 | Purified L. mesenteroides G6PDH, diaphorase/resazurin coupled fluorescence, 45 min; in the data active = inhibition above about 50%
FLuc stim CS = affects firefly luciferase, flagging false hits in luciferase stimulation screens; activation factor at 10 µM; P08659; ATPlite luciferase biochemical, luminescence, 10 min; 0 = ATP-free wells, 1 = DMSO control; 200,000 tested, under 10 active;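 active = luciferase activation factor, scaled between plate controls, of at least 2 with compound at 10 µM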
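System: Luciferase/luciferin detection reagent, cell-free biochemical luciferase assay | Medium: PBS buffer for ATP | Dosing: Test compounds dosed from 2 mM stocks in 100% DMSO | Timing: 10 min at ambient temperature | Signal: Luminescence measurement of luciferase light output | Evaluation: Luciferase activation, seen as luminescence increase over controls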
HMGR II inh = blocks class II HMG-CoA reductase of Enterococcus faecalis | purified E. faecalis HMGR, NADPH absorbance 340 nm kinetic | inhibition, % at 10 µM | 0.41% of 190,000 active;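 active = inhibition above a set limit, the median over all tested compounds plus 3 SD, cut at about 9.5% in these data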;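 also: enzyme runs in reverse so mevalonate oxidation gives rising NADPH absorbance; 0% = complete reaction with DMSO and 100% = background rate lacking mevalonate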
Starred values were filed as active, the others as inactive; / = no result given.

SMILES	FLuc inh counter	APP transl inh	NF-kB neuron act	STAT1 act	APP 5'UTR act	Hsp70 act	DTT redox prof	G6PDH counter	FLuc stim CS	HMGR II inh
COc1cc(OC)cc(C(=O)NCCC(=O)NCCc2ccc(OC)c(OC)c2)c1	-2	9	1.1	98	-9	-0.2	0.2	12	1	0
O=C(Nc1cccc2ccccc12)NC1CCCc2ccccc21 (stereo unspecified)	-1	-10	1.1	99	10	0.5	-0.5	16	1	-7
Cc1[nH]c2ccccc2c1C(=O)CN1CCC2(CC1)OCCO2	-6	7	0.74	100	-7	0.0	-6.4	0	1.1	-4
Cc1nc2ccccc2n1CSc1ccccc1	1	1	1	103	-1	-0.3	-0.2	8	1	-1
CC1=C(C(=O)Nc2ccc(C)cc2)C(c2cccs2)NC(=S)N1 (stereo unspecified)	-9	-5	1.5	95	5	-0.1	-0.3	-9	1.1	-3
Cc1ccc(CNC(=O)Cn2ccc3ccccc3c2=O)o1	-5	9	1.1	99	-9	-0.2	-1.0	-4	1.1	-2
COc1ccc(C(=O)OCC(=O)Nc2ccccc2)cc1[N+](=O)[O-]	-5	-10	1	98	10	0.1	-0.3	7	1	-3
COc1ccc(NC(=S)N2CCN(c3ccc([N+](=O)[O-])cc3)CC2)cc1OC	6	-29	0.93	81	29	-0.3	-1.8	3	0.9	-3
O=C(CCN1C(=O)/C(=C/c2cccs2)SC1=S)NNC(=O)c1cccc(O)c1	-5	-8	0.91	92	8	0.2	0.2	-3	1	-1
Cc1ccc(-n2nc(C)c3c2OC(N)=C(C#N)C3c2ccoc2)cc1 (stereo unspecified)	0	-2	0.81	95	2	-0.3	-0.6	10	1	-2
Cc1cc(C(F)F)n2nc(C(=O)Nc3cccnc3Cl)nc2n1	-2	-4	0.97	107	5	0.1	2.1	2	1	-12
CCCc1cc(C(=O)Nc2cccnc2Cl)no1	6	-23	1.4	116	23	-0.3	0.1	5	0.9	3
Cc1ccc(-c2cn3cccnc3n2)cc1NC(=O)c1ccc(Br)o1	-2	-34	1.1	104	34	-0.1	0.3	-45	1	1
COC(=O)c1ccc(C(=O)Nc2cc(Cl)ccc2Cl)cc1NC(=O)c1ccc(N(C)C)cc1	-8	14	0.91	105	-14	1.0	-1.9	-5	1.1	2
CCOc1nonc1C(=N)/C(C(C)=O)=C(\C)O	-8	-6	1.1	102	6	0.0	2.5	5	1.1	0
COc1ccc2c(c1)c(C(=O)N/N=C/c1cccc(O)c1)c(C)n2C	-10	2	0.97	99	-2	-0.1	-0.1	4	1.1	1
Cc1cc(C)n2[nH]c(=O)c(N=Nc3ccc(S(N)(=O)=O)cc3)c2n1	-7	10	1	100	-10	-0.4	0.6	12	1.1	5
COc1cccc(-n2cc(CNCc3c(C(=O)N(C)C)nc4ccc(Cl)cn34)cn2)c1	-4	-11	0.9	97	11	0.0	0.3	10	1	1
COc1ccc2cc(C(=O)NCCO)sc(=O)c2c1OC	-3	-5	0.98	92	5	-0.7	2.8	5	1	-1
Cc1c(C(=O)OCC(=O)Nc2ccc(S(N)(=O)=O)cc2)oc2c1ccc1ccccc12	-1	-10	/	107	10	0.2	-0.1	1	1	-5
CCn1c(N)nc2ccccc21	-5	-11	1.2	100	11	0.2	0.2	6	1	-1
COC(=O)c1[nH]c2cc(C)ccc2c1NC(=O)CN1CCN(C(=O)c2ccco2)CC1	-4	2	0.94	93	-2	-0.2	1.3	5	1	-3
CC(=O)N(C)c1ccc(OCC(O)Cn2c3ccc(Cl)cc3c3cc(Cl)ccc32)cc1 (stereo unspecified)	-2	18	0.48	95	-18	-0.3	2.3	-52	1	-8
Cc1nc([N+](=O)[O-])c(SCC(O)CCl)n1Cc1ccc(Cl)cc1 (stereo unspecified)	-6	24	1.1	95	-24	-0.5	0.9	13	1.1	2
O=C(Nc1ccccn1)c1onc2c1CCCC2	87*	-150	1.1	103	150*	-0.3	-0.2	3	0.1	-4
Cc1ccc2nc(N3CCN(Cc4nnnn4Cc4ccccc4)CC3)c(C#N)cc2c1	1	2	0.78	94	-2	-0.2	2.0	6	1	-2
O=C(NC(=S)N(Cc1ccccc1)Cc1ccccc1)C1CCCCC1	-5	-10	1.5	78	10	0.1	-4.8	8	1	1
O=C(Oc1cccc(-n2cnnn2)c1)c1ccccc1Cl	-6	-26	1.3	85	25	-0.2	0.3	20	1.1	-5
COc1cc2[nH]c(=S)nc(NCCC(C)C)c2cc1OC	-6	-9	0.87	98	9	-0.3	0.5	2	1.1	-1
CC(=O)N1CCCN(Cc2cn(-c3cc(C)ccc3C)nc2-c2ccccc2)CC1	-5	2	1.2	100	-2	-0.3	-0.1	4	1.1	-4
CC1=[N+]([O-])C(C)(C)C(c2ccc(Br)cc2)=[N+]1[O-]	-3	-3	1.2	96	3	-0.3	0.2	-1	1	-10
O=C(COc1ccc(Cl)cc1)NCCSCc1cccc(Cl)c1	-6	-17	0.98	102	17	-0.4	-0.8	1	1.1	-3
Cc1ccc(-c2nc3sc(C#N)c(N)n3c(=O)c2C#N)cc1	-7	22	1.3	124	-22	-0.1	-1.5	4	1.1	-4
O=C1c2ccccc2C(=O)N1CCc1nc(-c2ccccn2)no1	-7	-13	0.6	93	13	-0.1	-0.2	-4	1.1	-1
O=C(NC1CCCC1)C(c1ccncc1)N(C(=O)c1csnn1)C1CCCC1 (stereo unspecified)	2	0	1.1	105	0	0.2	-0.5	21	1	0
COc1ccc(CNC(=O)Oc2ccccc2)cc1Cl	2	/	1.3	101	/	0.0	0.9	12	1	-2
Cc1cccc2cc(COC(=O)C(C)C)c(=O)[nH]c12	0	5	1.2	91	-5	-0.2	-1.1	5	1	-3
O=[N+]([O-])c1ccccc1/C=N/Nc1nccnc1Cl	2	-67	1.5	118	67	-0.2	-3.8	-2	1	-3
O=C1OCCC1Sc1ncnc2sccc12 (stereo unspecified)	-7	2	1.6	109	-2	-0.2	-3.3	-18	1.1	2
Cc1[nH]c2ccccc2c1C(=O)Cn1c(=O)oc2ccccc21	-5	2	0.88	98	-2	-0.3	1.9	-8	1.1	-5
CCCn1c(C)cs/c1=N\C(=S)Nc1ccccc1	-5	-25	1.1	97	25	-0.2	1.0	6	1.1	-6
CC(C)C(=O)NC(=S)Nc1ccccc1N1CCN(C(=O)c2ccc(Cl)cc2)CC1	-8	-9	0.49	103	9	0.2	-1.5	12	1.1	-3
CSc1nnc(CSCc2ccc(Cl)cc2Cl)n1-c1ccccc1	-5	-12	1	92	12	-0.4	-6.8	5	1.1	-2
COc1ccc(-c2cc(C(=O)N/N=C/c3sccc3C)c3ccccc3n2)c(OC)c1	-7	13	1.1	107	-13	0.0	0.7	5	1.1	-4
CCOC(=O)C1C(=O)NCC2CCCC21 (stereo unspecified)	-4	11	0.99	94	10	0.0	0.4	13	1	0
O=C(c1ccccc1)c1ccc(N2CCCC2)cc1	28	-46	1.9	151*	46	0.5	-0.9	8	0.7	2
CC(Oc1cc(F)ccc1[N+](=O)[O-])C(=O)Nc1ccc(S(=O)(=O)N2CCCC2)cc1 (stereo unspecified)	-8	-20	1	93	20	0.1	-2.8	-2	1.1	-5
COc1cccc2sc(NC(=O)c3ccc(S(=O)(=O)N4CCOCC4)cc3)nc12	-5	-10	0.85	99	10	-0.2	-2.8	-1	1.1	-4
O=S(=O)(Nc1cccc(-c2cn3cccnc3n2)c1)c1ccc(Cl)cc1	-8	-9	1.1	98	9	-0.1	-0.1	9	1.1	-4
c1ccc2sc(NC3=NCN(C4CCCCCC4)CN3)nc2c1	-4	6	0.87	98	-7	-0.6	1.6	5	1	-5

Carrying on.
SMILES	FLuc inh counter	APP transl inh	NF-kB neuron act	STAT1 act	APP 5'UTR act	Hsp70 act	DTT redox prof	G6PDH counter	FLuc stim CS	HMGR II inh
COc1cc(/C=N/OCC(=O)Nc2cc(C)cc(C)c2)ccc1OCc1ccc(Cl)cc1	14	-102	4.1*	152*	102	0.7	0.6	11	0.9	1
O=c1cc(CO)oc(CN2CCC(Cc3ccccc3)CC2)c1O	-3	-10	1.2	99	10	-0.4	1.5	13	1	-9
O=C(NC1CCCc2ccccc21)c1cccc(S(=O)(=O)N2CCOCC2)c1 (stereo unspecified)	-4	2	1	99	-2	0.0	-0.1	7	1	4
COCC1CCN(Cc2nc(-c3cccs3)no2)C1 (stereo unspecified)	18	-49	/	135*	49	0.3	-1.0	14	0.8	-2
N#CC(c1ccc(O)cc1)N1CCCCC1 (stereo unspecified)	-1	-4	0.96	97	4	-0.4	0.3	4	1	-1
O=C(Nc1ccc(Br)cc1)c1cccc(N2C(=O)C3C4CCC(C4)C3C2=O)c1 (stereo unspecified)	-4	26	0.83	92	-26	-0.3	0.1	12	1	2
COc1ccccc1OCCSc1nnnn1-c1ccc(C)cc1	3	-24	1.6	/	24	/	-1.2	2	1	0
COc1cccc(-c2nnc(SCC(=O)Nc3ccc(S(N)(=O)=O)cc3)n2C)c1	-10	-4	0.93	97	4	-0.3	-2.3	5	1.1	-5
O=S(=O)(c1cccc(F)c1)N1CCC(CO)(Cc2cccc(F)c2)CC1	-7	-8	1.2	101	8	-0.1	-0.1	12	1.1	-2
O=S(=O)(NCc1cccs1)c1cccc2cccnc12	-4	-1	1	88	1	-0.2	0.6	1	1	3

No new results follow: entries from further up.
SMILES	FLuc inh counter	APP transl inh	NF-kB neuron act	STAT1 act	APP 5'UTR act	Hsp70 act	DTT redox prof	G6PDH counter	FLuc stim CS	HMGR II inh
O=C(Nc1ccc(Br)cc1)c1cccc(N2C(=O)C3C4CCC(C4)C3C2=O)c1 (stereo unspecified)	-4	26	0.83	92	-26	-0.3	0.1	12	1	2
COc1ccccc1OCCSc1nnnn1-c1ccc(C)cc1	3	-24	1.6	/	24	/	-1.2	2	1	0
COc1cccc(-c2nnc(SCC(=O)Nc3ccc(S(N)(=O)=O)cc3)n2C)c1	-10	-4	0.93	97	4	-0.3	-2.3	5	1.1	-5

The listing continues:
SMILES	FLuc inh counter	APP transl inh	NF-kB neuron act	STAT1 act	APP 5'UTR act	Hsp70 act	DTT redox prof	G6PDH counter	FLuc stim CS	HMGR II inh
COc1cc(/C(C)=N/Nc2ccc(C(=O)O)cc2)cc(OC)c1OC	-4	-66	1.2	96	66	-0.1	0.2	3	1	-4
CCOC(=O)C1CCN(C(=O)c2ccc3c(c2)OCO3)CC1	-2	-7	1.2	98	7	-0.3	-1.6	3	1	2
COc1cccc(NC(=O)CN2CCN(S(=O)(=O)c3ccc(C(C)C)cc3)CC2)c1	-2	2	1	94	-2	-0.2	1.9	-2	1	0
O=C(Cn1ncc(N2CCCC2)c(Cl)c1=O)c1ccc(Cl)cc1	4	-83	1.3	136*	83	0.0	-0.4	6	1	-2
CC(=O)c1ccc(OCC(=O)NC2CCS(=O)(=O)C2)cc1 (stereo unspecified)	-2	1	1.1	107	-1	0.2	2.2	-5	1	-5
CCCCn1c(=O)[nH]c(=O)c2c1nc(-c1ccc(CC)c([N+](=O)[O-])c1)n2C	-7	2	0.88	102	-3	-0.2	0.6	12	1.1	1
COc1ccccc1NC(=O)CCSCCC(=O)Nc1ccccc1OC	-2	-12	0.96	100	12	-0.2	0.0	14	1	-1
O=C(CN1CCCCC1)N1CCCc2ccccc21	-3	-8	1.1	95	8	-0.3	-0.1	1	1	4
CCOC(=O)C1(CC2CC2)CCN(C(=O)c2cc(C)nc3ccc(CC)cc23)CC1	-4	-6	1.1	104	6	-0.1	0.3	12	1	0

Hits appear at their usual frequency, and some 5.3% of all compounds hit somewhere here.
